Tau FP inhib: tau fibrillization inhibition (FP). actives 0.39% (n = 280,000). AID 1468. K18 P301L tau heparin fibrillization, Alexa594 FP, 6 h. Potency, µM (top dose mostly 57.7 µM), without a hit: at the highest dose activity, negative = inhibition, usual class: inhibitors. P10636; further: on the % scale 0 is the no-effect control and ±100 the full control effect; nearly all actives have a fitted effect of over 55% in size
Target sequence (P10636 561-689 P618L limits assumed): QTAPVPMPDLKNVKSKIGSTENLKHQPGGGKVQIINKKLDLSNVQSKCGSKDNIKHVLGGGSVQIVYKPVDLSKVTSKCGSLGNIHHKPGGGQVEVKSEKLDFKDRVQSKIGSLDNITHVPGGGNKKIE
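Heparin (20 uM) drove fibril formation of recombinant tau K18 P301L, 15 uM unlabeled with 0.24 uM Alexa 594 label, for 6 hr at 37 C in 100 mM sodium acetate pH 7. Fluorescence polarization (555/632 nm) read 1 hr after 30 uM ThT.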
SMN2 splice enh: increases expression of the SMN2 splice variant; AID 1458; actives 2.8% (n = 210,000); HEK293 SMN2-luciferase splicing reporter, luminescence, 30-36 h; Potency, µM (series often up to 46.1 µM), without a hit: at the top dose activity change, positive = activation, hits mostly activators; further: % of control where 0% means no effect; nearly all actives have a fitted effect of over 55% in size
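HEK293 cells carry an SMN2 […]–luciferase reporter in which exon 7 inclusion puts luciferase in frame. Cells were plated 10-12 h before compound addition, then incubated 30-36 h at 37C. ONE-Glo luminescence was read; sodium butyrate at 4.5 mM final served as control.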
Tau fluor cs: counter-screen for tau fibril formation inhibitors | Potency, µM (top dose mostly 57.7 µM), for inactives: top-dose activity change, negative = decrease | tau K18 P301L Alexa594 fluorescence, heparin fibrillization | actives 0.93% (n = 280,000); further: on the % scale 0 is the no-effect control and ±100 the full control effect; nearly all actives have a fitted effect of over 55% in size
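Human K18 P301L tau (15 uM unlabeled plus 0.24 uM Alexa 594-labeled, final) in 100 mM sodium acetate pH 7 was mixed with compound and 20 uM heparin and incubated 6 hr at 37 C.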
HttQ103 aggreg: mutant huntingtin aggregation inhibition. PC12 HttQ103-GFP aggregates, Acumen cytometry, 40 h. Potency, µM (series often up to 46.1 µM), without a hit: top-dose activity change, negative = inhibition, most hits filed as inhibitors. actives 1.1% (n = 220,000); further: on the % scale 0 is the no-effect control and ±100 the full control effect; nearly all actives have a fitted effect of over 60% in size
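Compounds (qHTS titration) were added to PC12 cells expressing an ecdysone-driven HTT exon 1 Q103–GFP fusion after induction with 100 nM tebufenozide. Aggregate formation was measured as GFP objects in cell lysates.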
KDM4E inh: JMJD2E (human) inhibition; B2RXH2; JMJD2E catalytic domain, FDH-coupled NADH fluorescence (FDH is formaldehyde dehydrogenase); Potency, µM (titrated, usually from 57.1 µM), for inactives: at the top dose activity change, negative = inhibition, usual class: inhibitors; actives 1.6% (n = 230,000); active means well fitted inhibition curve with a large enough effect, not every such curve was filed as active; inconclusive means small, poorly fitted or top-dose-only effect, or another doubt; inactive means no such curve, though single readings can be large or run the other way;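 further: 0% = wells with enzyme and -100% = buffer wells without enzyme; nearly all actives have a fitted effect of over 50% in size; many of its hits are not listed in these tables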
Target sequence (B2RXH2 1-337 limits assumed): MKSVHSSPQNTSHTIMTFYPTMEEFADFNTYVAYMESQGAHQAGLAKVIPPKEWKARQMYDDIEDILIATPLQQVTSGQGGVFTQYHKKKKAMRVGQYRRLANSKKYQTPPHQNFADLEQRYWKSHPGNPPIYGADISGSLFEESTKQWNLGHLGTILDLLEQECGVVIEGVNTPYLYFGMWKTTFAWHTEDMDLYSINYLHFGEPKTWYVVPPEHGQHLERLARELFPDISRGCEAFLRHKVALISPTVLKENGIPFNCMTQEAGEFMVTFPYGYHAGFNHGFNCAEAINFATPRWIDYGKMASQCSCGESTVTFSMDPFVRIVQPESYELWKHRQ
Tau fibril ThT: inhibitors of human tau fibril formation, thioflavin T binding; actives 2.1% (n = 270,000); Potency, µM (series often up to 57.4 µM), inactives show top-dose activity, negative = inhibition, hits mostly inhibitors; recombinant tau K18 P301L (four-repeat tau fragment), heparin-induced fibrillization, ThT fluorescence; further: on the % scale 0 is the no-effect control and ±100 the full control effect; nearly all actives have a fitted effect of over 55% in size
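Tau K18 P301L fragment (15 uM unlabeled plus 0.24 uM Alexa 594-labeled) in 100 mM sodium acetate pH 7 with compound, fibrillization induced by 20 uM heparin for 6 hr at 37 C. Thioflavin T (30 uM) added, fluorescence read after 1 hr (ex 450, em 510 nm).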
HTT cytoprotect: protects HTT-Q103 PC12 cells, measured by ATP; PC12 HTT-Q103 induced, cytoprotection, ATP luminescence, 40 h; Potency, µM (series often up to 56.4 µM), without a hit: cytoprotection (ATP increase), most hits filed as activators; actives 0.14% (n = 230,000); AID 1471;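 further: % of control where 0% means no effect; nearly all actives have a fitted effect of over 45% in size; toxic huntingtin expression switched on by the ecdysone agonist tebufenozide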
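PC12 cells stably carrying ecdysone-inducible Htt exon 1 (Q103)–GFP were induced with 100 nM tebufenozide (final) alongside library compounds in a dose series. Cytoprotection was scored as retained ATP by ATPlite luminescence.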
ALDH1A1 inh: inhibitors of human aldehyde dehydrogenase 1A1; P00352; Purified ALDH1A1, NADH fluorescence, propionaldehyde substrate; Potency, µM (highest dose often 75.3 µM), for the others: top-dose activity, negative = inhibition, usual class: inhibitors; actives 7.3% (n = 220,000); active means well fitted inhibition curve with a large enough effect, not every such curve was filed as active; inconclusive means small, poorly fitted or top-dose-only effect, or another doubt; inactive means no such curve, though single readings can be large or run the other way;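 further: plate controls were no enzyme wells and a reference inhibitor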
Target sequence (P00352 whole entry, looked up): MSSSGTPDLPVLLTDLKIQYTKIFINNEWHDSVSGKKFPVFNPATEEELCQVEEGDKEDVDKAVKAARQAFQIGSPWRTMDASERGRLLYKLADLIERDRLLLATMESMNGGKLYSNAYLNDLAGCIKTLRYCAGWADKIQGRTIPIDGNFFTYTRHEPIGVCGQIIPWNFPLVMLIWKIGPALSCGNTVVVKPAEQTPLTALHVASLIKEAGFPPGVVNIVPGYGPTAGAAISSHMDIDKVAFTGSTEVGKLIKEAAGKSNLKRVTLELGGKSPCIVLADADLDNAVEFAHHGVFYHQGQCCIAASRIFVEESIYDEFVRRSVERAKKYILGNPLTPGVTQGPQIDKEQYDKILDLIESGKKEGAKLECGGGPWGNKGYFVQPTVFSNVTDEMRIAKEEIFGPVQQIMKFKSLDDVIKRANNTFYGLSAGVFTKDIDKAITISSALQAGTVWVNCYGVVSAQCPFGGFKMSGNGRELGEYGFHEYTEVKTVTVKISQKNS
The depositor's hits bear a star; ? = inconclusive; . = no result given; [ ] = remark or other dose. Unless noted, the call rests on the fitted dose curve; in most records, active means well fitted curve in the direction sought with a large enough effect; inconclusive means small, poorly fitted or top-dose-only effect, or another doubt; inactive means no such curve, though single readings can be large; an effect the other way counts as inactive or inconclusive. Potency means the concentration at half of the fitted maximal effect. The list is partial (hit frequency here may not be typical).

Molecule	Tau FP inhib	SMN2 splice enh	Tau fluor cs	HttQ103 aggreg	KDM4E inh	Tau fibril ThT	HTT cytoprotect	ALDH1A1 inh
C=CCn1cc(C(=O)NCCCOCC)c(=O)c2cc(S(=O)(=O)N(CC)CC)ccc21	3%	-19%	-11%	18%	4%	-7%	-16%	?
Cn1c(SCc2nnc3n2CCCCC3)nc2ccccc21	-6%	13%	2%	7%	5%	-1%	2%	8%
COCCNc1nc(C)nc2c1nc(-c1ccccc1)n2CCN(C)C	7%	-10%	-2%	.	?	0%	13%	?
O=C(Nc1nc2c(ccc3ccccc32)s1)c1ccco1	?	24%	?	?	?	-13%	-41%[inhibitor]	-13%
Nc1c(C=C2C=CC(=O)C=C2)c(=O)nc2snc(SCc3ccccc3)n12	?	.	?	11%[9.22 µM]	-22%	7.9µM*	-4%[10 µM]	.
CC1CC2=C(CC1/C=N/NC(N)=S)C(C)(C)CCC2 (stereo not given)	-4%	-10%	-15%	?	5%	-21%	.	?
O=C(CSc1nnc(-c2ccc(Cl)s2)o1)N1CCCc2ccccc21	1%	-11%	-14%	-25%	155%[activator]	-17%	-11%	?
CCOC(=O)C1(Cc2cccc(OC)c2)CCCN(Cc2cnn(C)c2)C1 (stereo not given)	1%	.	0%	-4%[9.22 µM]	-7%	-4%	3%[10 µM]	3%
COc1ccc(NC(=O)c2ccc(-c3ccc([N+](=O)[O-])cc3)o2)cc1	12%	-29%	?	19%	-20%	1.3µM*	-46%[inhibitor]	2.2µM*
COc1cc(OC)cc(C(=O)NN2CCCCC2)c1	-5%	-5%	5%	-14%	6%	4%	18%[10 µM]	4%
O=C(c1ccc(Cl)s1)N1CCN(c2ccccc2)CC1	-1%	12%	-14%	-40%	3%	?	14%[10 µM]	-11%
Cc1cccc(C(=O)NC2CCN(S(=O)(=O)c3ccccc3)CC2)c1	-4%	-18%	2%	21%[9.22 µM]	0%	-2%	35%[10 µM]	?
O=C(NC1CC1)C1=C[C@@H](C2CC2)C[C@@H](OCc2ccc(CO)cc2)O1	-13%	.	15%	-4%[9.22 µM]	0%	12%	19%[10 µM]	.
CCNC(=S)N1CCn2c(nc3ccccc32)C1	-5%	-4%[1.84 µM]	-4%	-7%	-6%	-2%	5%[10 µM]	4%
Cc1ccc(C)c(-c2csc(N/N=C/c3ccco3)n2)c1	-1%	-51%[inhibitor]	?	-9%	?	?	-26%	-9%
COc1cc2c(C(=O)NCc3ccc(C)o3)cn(CC(C)C)c(=O)c2cc1OC	-2%	-14%	-3%	18%	-2%	-9%	-27%	?
N#CC1(c2nc3ccccc3[nH]2)CC1c1ccc2c(c1)OCO2 (stereo not given)	1%	11%	-15%	-2%	-2%	?	3%	-3%
Cc1cc(C)c2nc(N3CCCC(C(=O)NCCCN4CCOCC4)C3)sc2c1 (stereo not given)	6%	14µM*	-8%	5%	-1%	-11%	-38%	1%
COC(=O)CCc1nc2cc(Cl)ccc2n(Cc2ccccc2)c1=O	2%	-4%	-7%	6%	?	-6%	-40%[inhibitor]	-9%
COc1ccc2c(c1)CCc1c(C(=O)NC3CCCCC3)noc1-2	1%	7.1µM*	-4%	-28%	-2%	-11%	-31%	?
CCCCN(CC)CCCNC(=O)Cn1nc(Cc2ccncc2)c2ccccc2c1=O	-7%	0%	0%	0%	-2%	-7%	10%	6%
Cc1ccc(N(Cc2cc3ccc(C)cc3[nH]c2=O)C(=O)c2cccs2)cc1	-7%	.	-10%	7%[9.22 µM]	-1%	-2%	10%[10 µM]	.
CCOc1cc(S(=O)(=O)NCC2OCCc3ccccc32)c(OCC)cc1-n1cnnn1 (stereo not given)	-1%	13%	-14%	0%	?	-7%	-14%	?
Cc1ccc(CSCC(=O)NCc2ccco2)cc1	3%	-26%	-10%	-5%	3%	-14%	-2%	?

Quoted from the listing:
Under Tau FP inhib, Cc1cc(C)c2nc(N3CCCC(C(=O)NCCCN4CCOCC4)C3)sc2c1 (stereo not given) is entered as 6%
Under HttQ103 aggreg, C=CCn1cc(C(=O)NCCCOCC)c(=O)c2cc(S(=O)(=O)N(CC)CC)ccc21 is entered as 18%
Under Tau fluor cs, Cc1ccc(CSCC(=O)NCc2ccco2)cc1 is entered as -10%
Under Tau fluor cs, Cc1ccc(N(Cc2cc3ccc(C)cc3[nH]c2=O)C(=O)c2cccs2)cc1 is entered as -10%
Under KDM4E inh, Cc1cccc(C(=O)NC2CCN(S(=O)(=O)c3ccccc3)CC2)c1 is entered as 0%
Under Tau FP inhib, COc1ccc2c(c1)CCc1c(C(=O)NC3CCCCC3)noc1-2 is entered as 1%
Under SMN2 splice enh, COCCNc1nc(C)nc2c1nc(-c1ccccc1)n2CCN(C)C is entered as -10%

(list continues)
Molecule	Tau FP inhib	SMN2 splice enh	Tau fluor cs	HttQ103 aggreg	KDM4E inh	Tau fibril ThT	HTT cytoprotect	ALDH1A1 inh
CC(=O)N(c1ccc2oc(=O)sc2c1)S(=O)(=O)c1cccs1	-12%	-19%	-16%	?	3%	?	?	-12%
CCOC(=O)C1(CCOC)CCN(Cc2ccc(C(=O)OC)cc2)CC1	-63%	.	-69%	10%[9.22 µM]	-13%	?	-3%[10 µM]	-5%
COc1ccc(CSc2nc(C)cc(C)c2S(C)(=O)=O)cc1	-4%	-35%[inhibitor]	-5%	-21%	2%	-6%	3%[10 µM]	3%
O=C(/C=C\c1ccco1)NC(=S)Nc1ccccc1O	-16%	.	?	-22%[9.22 µM]	-15%	20µM*	-11%[10 µM]	.
O=C(NCc1ccc2c(c1)OCO2)C(=O)Nc1ccccc1	6%	5%	12%	7%	-10%	5%	12%	14%
COc1ccc(OC)c(S(=O)(=O)N2c3cc(F)ccc3CCC2C)c1 (stereo not given)	2%	-29%	-17%	20%	-6%	5%	13%[0.074 µM]	?
COc1cccc(/C=N/N2C(=O)C3C4c5ccccc5C(c5ccccc54)C3C2=O)c1OC (stereo not given)	-3%	6%	-5%	5%	14%	4%	-8%	-4%
COc1ccccc1C(=O)C1CCCN(C(=O)c2cccnc2SC)C1 (stereo not given)	-5%	.	-9%	12%[9.22 µM]	-5%	-6%	9%[10 µM]	?

An excerpt from above in order of length of the SMILES, lowest first:
Molecule	Tau FP inhib	SMN2 splice enh	Tau fluor cs	HttQ103 aggreg	KDM4E inh	Tau fibril ThT	HTT cytoprotect	ALDH1A1 inh
O=C(/C=C\c1ccco1)NC(=S)Nc1ccccc1O	-16%	.	?	-22%[9.22 µM]	-15%	20µM*	-11%[10 µM]	.
CC(=O)N(c1ccc2oc(=O)sc2c1)S(=O)(=O)c1cccs1	-12%	-19%	-16%	?	3%	?	?	-12%
COc1ccc(OC)c(S(=O)(=O)N2c3cc(F)ccc3CCC2C)c1 (stereo not given)	2%	-29%	-17%	20%	-6%	5%	13%[0.074 µM]	?

The listing continues.
Molecule	Tau FP inhib	SMN2 splice enh	Tau fluor cs	HttQ103 aggreg	KDM4E inh	Tau fibril ThT	HTT cytoprotect	ALDH1A1 inh
CCC(C)NC(=O)c1cccc(C)c1 (stereo not given)	0%	.	-13%	19%[9.22 µM]	7%	-14%	37%[10 µM]	.
Cc1cccc(C)c1OCC(=O)N/N=C/c1cccn1C	-4%	-19%	0%	-11%	1%	0%	16%[10 µM]	?
Cc1ccc(S(=O)(=O)NNC(=O)Nc2ccc(Cl)c(Cl)c2)cc1	?	5%	-25%	13%	9%	11%	-8%	2%
O=C(CCN1C(=O)C2C3C=CC(C3)C2C1=O)N1CC(=O)N(CCc2ccccc2)C(=O)C1 (stereo not given)	1%	27%	8%	-12%	7%	16%	2%	?
O=C(CSc1ncn[nH]1)Nc1ccc(Cl)c(S(=O)(=O)N2CCOCC2)c1	6%	-5%	-4%	1%	?	0%	25%	-4%
CCCCC(CC)CNC(=O)C(=O)c1ccccc1NC(C)=O (stereo not given)	1%	-21%	-10%	4%	2%	4%	-21%[10 µM]	-4%
Cc1csc(SCC(=O)Nc2ccc3c(c2)OCCO3)n1	-3%	?	-6%	19%	-1%	-4%	-8%[10 µM]	-7%
COc1cc2c(cc1OC)C(C)N(C(=O)c1cc3c(=O)oc4ccc(C)cc4c3s1)CC2 (stereo not given)	3%	16%	-12%	?	255%[activator]	?	.	?
COC(=O)c1c(C)oc(C)c1S(=O)(=O)Nc1ccccc1	1%	.	4%	14%[9.22 µM]	2%	2%	3%[10 µM]	-6%
CN(C)Cc1ccccc1-c1cncnc1NCc1ccccc1	0%	-9%	0%	.	?	-5%	23%	?
Cc1cc(NC(=O)c2cccc(S(=O)(=O)N3CC(c4ccccc4)CC3=O)c2)no1 (stereo not given)	-3%	-41%[inhibitor]	-18%	-7%	3%	-18%	1%	-1%
CCN(C(=S)Nc1cccnc1)c1cccc2ccccc12	?	5%	-27%	3%	?	?	28%	?
Cc1c(C)c2c(C)nn(-c3ccccc3)c2[nH]c1=O	0%	17%	-4%	18%	168%	-6%	3%[10 µM]	12%
O=C(O)c1ccc2c(c1)C(=O)N(c1cc(C(=O)O)ccc1Br)C2=O	-13%	.	0%	-19%	-8%	-2%	-17%	0%
CCCC(O)(CCN1CCCCC1)c1ccc(OCC)cc1 (stereo not given)	-2%	-15%	4%	14%	5%	0%	-15%	0.89µM*
COc1ccc2c(c1)C(=O)OC2CC(=O)O (stereo not given)	11%	-4%	9%	-3%	0%	1%	2%	-5%
CCOC(=O)C1=C(C)Nc2ncnn2C1c1ccc(N(C)C)cc1 (stereo not given)	-2%	.	-1%	-3%	-1%	-11%	2%	18µM*

Screens as filed in PubChem.
